# Source: PubChem
# NTR1 agonist = NTR1-driven beta-arrestin-GFP spot formation – imaging, U2OS cells, high content, primary screen (AID 493036); agonist mode; activation, % at 20 µM; 330,000 tested, 0.17% active;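 active = activation at or above 40% of the spot to cytoplasm intensity ratio, with at least 20 cells analyzed; inconclusive = wells under 20 cells, flagged as cytotoxic or low count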;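 note: 0% = DMSO without peptide and 100% = 100 nM NTR1 peptide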
# Target sequence (P30989 whole entry, looked up): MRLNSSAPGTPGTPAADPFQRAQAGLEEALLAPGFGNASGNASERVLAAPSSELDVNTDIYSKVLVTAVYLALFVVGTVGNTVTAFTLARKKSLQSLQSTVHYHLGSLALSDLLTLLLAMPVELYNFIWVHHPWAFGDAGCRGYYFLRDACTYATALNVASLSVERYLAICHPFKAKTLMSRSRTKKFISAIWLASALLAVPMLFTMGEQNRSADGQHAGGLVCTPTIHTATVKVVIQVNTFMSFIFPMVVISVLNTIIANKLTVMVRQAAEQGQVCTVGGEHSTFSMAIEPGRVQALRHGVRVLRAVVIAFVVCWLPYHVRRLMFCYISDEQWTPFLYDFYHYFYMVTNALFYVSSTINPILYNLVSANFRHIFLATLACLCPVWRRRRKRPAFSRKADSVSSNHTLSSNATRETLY
# Autophagy mod = autophagy modulation, high-content screen; calls only at 10 µM (by protocol); 190,000 tested, 0.98% active; AID 463193; MEF GFP-LC3 puncta imaging; test concentration mostly 10 µM;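 active = percentage of spot-positive cells more than 3 SD above its plate mean, without a fluorescence outlier flag or 80% toxicity; inconclusive = no clear call, values can overlap the other calls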;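 note: spot-positive cell cutoff set from DMSO-treated cells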
# LYP phosphatase = inhibitors of LYP phosphatase, biochemical, fluorescence intensity, uHTS (AID 1779); recombinant LYP phosphatase, fluorescence intensity; higher % means a stronger effect; inhibition, % at 11.5 µM, or IC50 in µM where a hit was titrated; 290,000 tested, 0.054% active; in the data active = inhibition above about 50%;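 note: plate controls were vehicle with enzyme for no effect and no enzyme for full effect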
# K1F lysis inhibition = inhibition of K1F phage lysis, E. coli UTI89, bacterial capsule biogenesis inhibitors, alamar blue (AID 488966); 340,000 tested, 0.02% active; E. coli UTI89 K1F phage lysis, alamar blue, 2 h; higher % means a stronger effect; inhibition, % at 100 µM; hits with a dose series show IC50 in µM;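 active = phage lysis inhibition, versus mean bacterial control, above a set limit; inconclusive = no clear call, values can overlap the other calls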;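 note: capsule biogenesis inhibitors block K1F phage lysis so surviving cells raise fluorescence; higher fluorescence means more inhibition of phage lysis; actives were called in the ten point dose series up to 300 µM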
# GPR35 antagonists = GPR35 antagonists blocking zaprinast-driven arrestin recruitment, primary screen, imaging, U2OS, beta-arrestin-GFP, zaprinast agonist (AID 2058) | 290,000 tested, 0.052% active | U2OS GPR35 beta-arrestin-GFP translocation imaging, zaprinast antagonism; higher % means a stronger effect | inhibition, % at 10 µM; hits with a dose series show IC50 in µM;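 active = inhibition of at least 50% with at least 30 cells and total cytoplasm GFP at most 10,000,000; inconclusive = under 30 cells or total GFP of 10,000,000 plus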
# RSV antiviral HEp-2 = inhibition of RSV-induced cytopathic effect – HEp-2 cells, primary 10 µM value included (AID 2391) | HEp-2 cells, RSV-induced CPE inhibition; higher % means a stronger effect | CPE inhibition, % at 10 µM, or IC50 in µM where a hit was titrated | 310,000 tested, 0.13% active; in the data active = a potency from the dose series; inconclusive = CPE inhibition mostly from about 23% at the one dose, without a potency; inactive = the rest, 99 in 100 with CPE inhibition below about 21%; note: strong numbers were not always called active
# WT yeast gro inh = growth inhibition of WT yeast, mitochondrial fusion screen; mitochondrial fusion phenotypic screen, WT strain; inhibition, % at 10 µM; 190,000 tested, 2.1% active; AID 1362; in the data active = inhibition above about 58%; tested in S. cerevisiae
# AID2073 = disruptors of CaV2.2 binding to Mint1 – biochemical, HTRF (AID 2073). HTRF protein-protein interaction, Mint1-CaV2.2; higher % means a stronger effect. one-dose inhibition, % at 20 µM; IC50 in µM for titrated hits. 290,000 tested, 0.19% active; in the data active = inhibition mostly above about 51%, no sharp cut-off; inconclusive = no clear call, values can overlap the other calls; inactive = mostly below about 53%; note: some results filed as inactive read as strong as hits
# Dengue-2 NS5 capping = Dengue-2 NS5 methyltransferase inhibitors, primary screen, biochemical, confirmation dose response (AID 588689) | Dengue-2 NS5 methyltransferase capping enzyme assay, biochemical; higher % means a stronger effect | inhibition, % at 25 µM; hits with a dose series show IC50 in µM | 340,000 tested, 0.3% active; in the data active = a potency from the dose series; inconclusive = inhibition above about 29% without an active follow-up result
# WT yeast gro inh mutant strain = also measured in WT yeast gro inh; calls as there; inhibition, %; mitochondrial fusion phenotypic screen, mutant strain inhibition
# Autophagy mod cell loss 18 h = second read-out of Autophagy mod, no call of its own (marks repeat the call); toxicity, %; measured here: cell loss, nuclei count;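 cell loss after 18 h compound exposure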
# NTR1 agonist cell count 20 µM = further read-out of NTR1 agonist, marked with its call; cell count; measured here: cell count, cytotoxicity flag
# Dengue-2 NS5 capping pilot replicate = also measured in Dengue-2 NS5 capping; calls as there; inhibition, %; measured here: pilot screen replicate inhibition
# Active calls of the source: *; i = inactive; ? = inconclusive; . = no result given; + = active, no number; [ ] = another dose, or the depositor's remark.
# Start of the data: the first four records as a preview:
SMILES,NTR1 agonist,NTR1 agonist cell count 20 µM,Autophagy mod,Autophagy mod cell loss 18 h,LYP phosphatase,K1F lysis inhibition,GPR35 antagonists,RSV antiviral HEp-2,WT yeast gro inh,WT yeast gro inh mutant strain,AID2073,Dengue-2 NS5 capping,others
N#CC(=C1Nc2ccccc2N1)S(=O)(=O)c1ccccc1,-1.8,78,i,18,-4%,-1.2%,11%,0.9%,0,3,-2%,-5%,
CCOc1ccc(N2CC(C(=O)N3CCc4ccccc43)CC2=O)cc1 (stereo not given),-0.4,36,.,.,-10%,0.2%,8%,0.8%,.,.,-8%,-8%,
CCC(=O)Oc1ccc(C(=O)Nc2c[nH]c(=O)[nH]c2=O)cc1,-1.7,58,i,5,-5%,0.9%,-10%,4.4%,4,17,1%,-7%,
CC(=O)c1c(C)n([O-])c2ccccc2[n+]1=O,1.6,86,i,-20,-5%,0.8%,18%,2.4%,-13,-31,-16%,5%,Dengue-2 NS5 capping pilot replicate=-2.0

# The whole of this part, repeating the preview:
SMILES,NTR1 agonist,NTR1 agonist cell count 20 µM,Autophagy mod,Autophagy mod cell loss 18 h,LYP phosphatase,K1F lysis inhibition,GPR35 antagonists,RSV antiviral HEp-2,WT yeast gro inh,WT yeast gro inh mutant strain,AID2073,Dengue-2 NS5 capping,others
N#CC(=C1Nc2ccccc2N1)S(=O)(=O)c1ccccc1,-1.8,78,i,18,-4%,-1.2%,11%,0.9%,0,3,-2%,-5%,
CCOc1ccc(N2CC(C(=O)N3CCc4ccccc43)CC2=O)cc1 (stereo not given),-0.4,36,.,.,-10%,0.2%,8%,0.8%,.,.,-8%,-8%,
CCC(=O)Oc1ccc(C(=O)Nc2c[nH]c(=O)[nH]c2=O)cc1,-1.7,58,i,5,-5%,0.9%,-10%,4.4%,4,17,1%,-7%,
CC(=O)c1c(C)n([O-])c2ccccc2[n+]1=O,1.6,86,i,-20,-5%,0.8%,18%,2.4%,-13,-31,-16%,5%,Dengue-2 NS5 capping pilot replicate=-2.0
NC(=O)CSc1nnc(NC(=O)c2ccc3ccccc3c2)s1,0.7,38,.,.,.,0.7%[50 µM],.,0.0%,.,.,.,-4%,
COc1cccc(NC(=O)CSc2nnc(Cn3nnc4ccccc43)n2C)c1,1.1,32,i,20,-4%,0.7%,3%,-1.7%,-15,-14,0%,-5%,
O=C(O)Cc1ccc2oc(-c3cccnc3)nc2c1,-0.5,43,i,7,2%,i,-8%,-0.3%,-4,-1,4%,-3%,
CCc1nn2c(N(C)CCO)cc(C)nc2c1-c1ccc(F)cc1,3.6,68,i,-4,-7%,-0.1%,5%,5.7%,9,3,6%,-8%,
Cc1ccc(S(=O)(=O)NC2=NCN(CCN3CCOCC3)CN2)cc1,0.4,80,i,12,-10%,0.8%,-12%,0.3%,12,-4,-4%,-1%,
CCc1ccc(C(=O)CCC2CCCCC2=O)cc1 (stereo not given),0.3,75,i,-34,-9%,-0.2%,3%,1.8%,.,.,-4%,-6%,
CCN(C(=O)COC(=O)Cn1cnc2c1c(=O)n(C)c(=O)n2C)C1CCS(=O)(=O)C1 (stereo not given),0.7,53,.,.,-9%,-1.0%[50 µM],1%,-0.1%,.,.,8%,-3%,
COC(=O)CCC(=O)Nc1cccc2c(NC(=O)CCC(=O)OC)cccc12,2.8,47,i,-6,-7%,7.0%,10%,0.8%,-1,-9,2%,-1%,
O=C(CSc1nc(=O)n2ccccc2n1)N1N=C(c2cccs2)CC1c1ccc(F)cc1 (stereo not given),3.0,61,.,.,.,-0.1%[50 µM],.,5.7%,.,.,.,4%,
CC1(c2ccc3noc(-c4ccc(Cl)cc4)c3c2)OCCO1,1.8,60,i,-3,-6%,-0.1%,14%,13%,4,16,4%,-14%,
CC(C)N(Cc1nc(-c2ccccc2)no1)S(=O)(=O)c1ccccc1,-0.8,57,i,12,-2%,3.8%,9%,2.2%,14,14,27%,-63%,
O=C(Nc1cc(N2CCOCC2)ncn1)NC1(C(F)(F)F)Oc2ccccc2O1,0.7,66,i,18,-8%,-0.6%,49%,1.2%,-12,-9,-10%,10%,Dengue-2 NS5 capping pilot replicate=-0.6
C/C(N)=C(/C#N)C(=O)CSc1nc2scc(-c3ccc(F)cc3)c2c(=O)n1C,9.1,49,i,-2,4%,-0.2%,0%,0.3%,0,-12,14%,-4%,
CCCCOC(=O)COc1ccc(Cl)cc1Cl,-2.2,44,.,.,.,-0.5%,.,2.2%,.,.,.,-7%,
CN(CC(=O)Nc1ccc(Cl)cc1)CC(=O)Nc1ccc(F)c(F)c1F,-0.5,60,i,9,-5%,0.0%[50 µM],4%,17%,-4,-10,13%,3%,
O=C(O)CCC(=O)Nc1ccccc1C(=O)Nc1ccccc1,-1.1,96,i,-10,-8%,-0.1%,7%,-0.3%,17,0,-3%,4%,
COc1ccc(Cn2c(=O)[nH]c3cc(C(=O)Nc4ccc(N5CCN(C)CC5)cc4)ccc32)cc1,-2.1,67,i,-8,-5%,6.2%,11%,-0.4%,2,28,1%,-7%,
Cn1c(N)c(C(=O)COC(=O)[C@@H]2CCCN2S(=O)(=O)c2ccc(Cl)cc2)c(=O)n(C)c1=O,0.8,36,i,41,-6%,2.1%,4%,-1.4%,-3,-9,-22%,-12%,
CCN1CCN(c2cc(C(C)(C)C)nc3c(-c4ccccc4)c(C)nn23)CC1,2.5,86,i,6,-3%,-2.7%,6%,-4.1%,94*,87*,12%,-3%,
O=C(NCCN1CCOCC1)c1cccs1,-1.1,41,i,-1,-5%,1.4%,16%,0.1%,-7,-2,3%,2%,
COc1nc(OCCNC(C)=O)nc(N(C)C)n1,1.8,83,i,0,-13%,2.4%,6%,1.5%,31,45,-4%,5%,
# Further compounds
SMILES,NTR1 agonist,NTR1 agonist cell count 20 µM,Autophagy mod,Autophagy mod cell loss 18 h,LYP phosphatase,K1F lysis inhibition,GPR35 antagonists,RSV antiviral HEp-2,WT yeast gro inh,WT yeast gro inh mutant strain,AID2073,Dengue-2 NS5 capping,others
Cc1ccc(C(=O)NNC(=O)c2cccnc2SCc2cccc([N+](=O)[O-])c2)cc1,0.6,77,i,5,-7%,0.4%[50 µM],16%,-0.5%,2,21,5%,-4%,
Cc1nn(CC(=O)NCc2ccc(OC(C)C)cc2)c(=O)c2cc(-c3ccccc3)nn12,-0.9,52,.,.,-19%,0.1%,-16%,1.9%,.,.,7%,6%,
c1csc(-c2nc3ccccn3c2NC2CCCCC2)c1,1.4,52,i,-5,-5%,0.3%,8%,?,9,36,26%,-2%,
COCCCNC(=S)N1CCCN(c2nc3cc(C)ccc3cc2C#N)CC1,2.7,51,i,12,-8%,-0.4%,-7%,22%,26,29,28%,-1%,
CC1=C(C(=O)OC2CCCCC2)C(c2ccco2)C2=C(CC(C)(C)CC2=O)N1 (stereo not given),2.1,49,i,16,-6%,0.4%,-3%,1.7%,-5,-4,27%,1%,
COc1ccc(CCNc2nncc(=O)[nH]2)cc1OC,4.7,51,i,-7,-2%,-0.8%,-11%,0.7%,-8,-1,-6%,-1%,
N#C/C(=C\c1ccc(Cl)cc1)c1nc(-c2ccco2)cs1,3.0,52,i,-5,-3%,2.8%,15%,1.1%,-8,-12,12%,-1%,
CCOC(=O)C1CCCN(c2ncnc3c2[nH]c2cccc(OC)c23)C1 (stereo not given),.,.,i,-23,-6%,.,7%,.,51,1,?,.,
CCOC(=O)c1ccc(NC(=O)CSc2nnc(CNC(=O)c3ccccc3F)o2)cc1,-0.8,66,i,34,2%,0.9%,-4%,0.7%,0,-6,2%,-2%,
O=C(NNC1=NS(=O)(=O)c2ccccc21)c1ccc([N+](=O)[O-])cc1,1.8,40,.,.,-6%,1.1%,-3%,0.9%,.,.,2%,2%,
CCCCCOC(=O)NCCOC(=O)Nc1ccc(C(=O)OCC)cc1,-0.1,90,i,16,0%,0.1%,0%,16%,11,-3,-2%,-2%,
O=C(Nc1ccccc1F)NC1CC1,-0.2,99,i,-8,-4%,0.3%,7%,0.7%,4,6,2%,-6%,
CCCN1CC=C2C(C#N)=C(N)C(C#N)(C#N)C(c3cc(OC)ccc3OC)C2C1 (stereo not given),-4.4,61,+,9.7*,-3%,3.3%,39%,1.5%,9,5,15%,0%,
Clc1ccc(C[n+]2csc3ccccc32)cc1,.,.,+,-5.2*,0%,0.7%,-2%,-1.4%,23,21,-4%,-2%,
COc1cc(NC(=O)c2cccnc2)ccc1-c1cc2ccccc2oc1=O,1.8,36,i,5,-9%,.,-9%,1.6%,9,7,40%,.,
CCc1nccn1-c1cc(C(C)(C)C)nc2c(-c3ccc(Cl)cc3)cnn12,3.8,35,i,-13,5%,-0.4%,9%,0.4%,9,-9,22%,-4%,
N#Cc1ccc(C(=O)Nc2ccc(N3CCN(C(=O)c4ccco4)CC3)cc2)c(F)c1,-1.5,58,i,-4,-4%,0.2%,1%,3.2%,0,-13,14%,-3%,
CC12CCC(=O)N1C(C(=O)OCC(=O)Nc1cc(S(=O)(=O)N3CCCCC3)ccc1Cl)CS2 (stereo not given),0.7,65,i,-3,-13%,1.5%,-9%,0.2%,8,11,-1%,-7%,
CCOc1ccc(CCNC(=O)CCCN2C(=O)c3ccccc3C2=O)cc1OCC,1.4,76,i,-3,-1%,0.1%,24%,-0.1%,6,10,-4%,-66%,
Cc1ccc(Nc2nc(-c3c(C)n(C)n(-c4ccccc4)c3=O)c(C)s2)cc1,-1.0,68,i,9,-1%,-0.1%,4%,5.2%,-1,3,-17%,-9%,
O=C(NC1CCCCC1)C1CCN(c2ncccn2)CC1,0.2,51,.,.,-8%,-0.1%,4%,0.6%,.,.,2%,-7%,
COc1ccc(S(=O)(=O)NCCCn2ccnc2)cc1C(C)(C)C,0.1,65,.,.,-11%,0.2%,-1%,1.2%,.,.,-4%,-6%,Dengue-2 NS5 capping pilot replicate=-6.4
CCOC(=O)c1sc(NC(=O)CSc2nc3cccnc3n2C)nc1C,1.1,55,.,.,-6%,0.2%,4%,9.1%,.,.,-8%,-7%,
CC(=O)N1CC(C)Sc2ccc(S(=O)(=O)NCc3ccc(Cl)cc3)cc21 (stereo not given),0.9,68,.,.,-7%,0.0%,5%,1.0%,.,.,10%,-5%,
CCNc1ccc(S(=O)(=O)N(C)C)cc1[N+](=O)[O-],1.3,48,i,-2,-8%,-1.3%,10%,-0.1%,-14,9,-6%,6%,
Cc1ccc2cc(CCNC(=O)C(C)C)c(=O)[nH]c2c1C,-1.4,74,.,.,0%,-0.8%,3%,-0.3%,5,-2,8%,-3%,
COc1ccc(N2C(=O)C3CCCN3C2c2ccccc2Cl)cc1 (stereo not given),2.7,61,i,0,-4%,-0.3%,0%,0.6%,0,-17,-4%,-2%,
O=C(Nc1ccccc1N1CCCC1)c1ccc(Cl)c(S(=O)(=O)N2CCOCC2)c1,0.2,74,.,.,.,-0.4%,.,2.7%,.,.,.,0%,
